Source: PubChem BioAssay
GC-B act = GC-B (human) receptor activation | activation, % at 10 µM | 370,000 compounds, 0.11% hits | HEK293-GC-B cells, CNP EC30, cGMP TR-FRET; 0% at EC30 CNP, 100% saturating CNP;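 active means activation at 10 µM reaching about 35% in either raw or pattern-adjusted values, limit read from the data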
rCAG RNA binder = r(CAG) repeat RNA binding; TO-PRO-1 dye displacement fluorescence; inhibition, % at 3 µM; 370,000 compounds, 1.3% hits; AID 651821;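 active means inhibition above the plate cutoff, the mean of all test compounds on that plate plus 3 SD, cut at about 35% in these data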;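 further: 0% = DMSO alone and 100% = 100 µM mitoxantrone as full dye displacement; higher means more dye released from RNA so lower well fluorescence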
HTRA1 inh = HTRA1 (human) protease inhibition; Q92743; recombinant HTRA1, FP-rhodamine activity-based probe, fluorescence polarization; inhibition, % at 5.96 µM; 340,000 compounds, 0.5% hits; in the data active means inhibition above about 36%;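 further: 0% = enzyme with DMSO and 100% = wells lacking enzyme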
TDP2 absorb = TDP2 (human) inhibition, absorbance primary screen; recombinant TDP2, T5PNP hydrolysis, p-nitrophenol absorbance 415 nm; inhibition, % at 12.8 µM; 370,000 compounds, 0.34% hits;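 active means inhibition above the mean of all tested compounds plus 3 SD, set per campaign, cut at about 25% in these data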;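 further: 0% = DMSO with enzyme and 100% = buffer with substrate but no TDP2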
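Assay system: recombinant human TDP2 / Reagent: T5PNP substrate at 5 mM, a TopII-DNA adduct mimic / Measured by: epi absorbance from released p-nitrophenol / Evaluation: % inhibition relative to enzyme-containing and enzyme-free wells / Control set: enzyme-free and DMSO wells / Replicates: each compound tested once, singlicate / Schedule: enzyme reaction with compound for 2 h at 37 °C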
MBD2 DNA inh = blocks human MBD2 binding to methylated DNA; inhibition, % at 4.4 µM; 370,000 compounds, 0.31% hits; Q9UBB5; TR-FRET, MBD2 binding to methylated oligonucleotide; in the data active means inhibition above about 13%
mABHD4 FP = inhibitors of mouse ABHD4; purified mABHD4, FP-Rh probe fluorescence polarization; AID 720543; 370,000 compounds, 0.54% hits; inhibition, % at 8.92 µM;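 active means inhibition exceeding the mean over every tested compound plus 3 SD, cut at about 30% in these data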;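 further: 0% = plate median of compound wells and 100% = S159A mutant with DMSO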
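System: mouse ABHD4 enzyme, wild type / Medium: HEPES pH 7.0, NaCl, Pluronic buffer / Reagent: FP-Rh activity-based fluorescent probe / Control set: S159A mutant high control, sample median low control / Detection: fluorescence polarization with parallel and perpendicular emission, 525/598 nm / Schedule: 45 min + 60 min at 25 °C / Compound dosing: 8.92 µM, single dose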
TCR CD3 inh = inhibitors of human TCR-CD3 interaction; TAMRA-labeled TCR probe fluorescence, biochemical; inhibition, % at 9.4 µM; 360,000 compounds, 0.37% hits; AID 651800; in the data active means inhibition above about 19%;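 further: recombinant mutant TCR 2C K166C tagged with TAMRA read by polarization; 0% = receptor in buffer alone and 100% = receptor with positive control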
PRMT1 FP inh = inhibitors of human PRMT1 | inhibition, % at 2.79 µM | AID 652257 | recombinant PRMT1, activity-based probe fluorescence polarization | Q99873 | 370,000 compounds, 1.3% hits;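 active means inhibition above about 21% made by adding two undisclosed values, limit read from the data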
LEDGF integ inh = blocks HIV-1 LEDGF/p75-dependent DNA integration | TR-FRET IN-LEDGF/p75 DNA integration, Eu/Cy5 | inhibition, % at 3.7 µM | 370,000 compounds, 0.64% hits;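 active means inhibition above the screen-wide mean plus 3 SD, cut at about 13% in these data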;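 further: signal is the Cy5 over europium emission ratio at 671 and 618 nm; 0% = plate median of compound wells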
SIAE inh = inhibitors of human sialic acid acetylesterase SIAE; SIAE FP-Rh probe binding, fluorescence polarization; inhibition, % at 9.66 µM; AID 1053197; 370,000 compounds, 0.69% hits;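 active means inhibition above a cutoff: mean of compounds within the control limits plus 3 SD of those, cut at about 17% in these data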;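 further: 0% = plate median of compound wells and 100% = probe without SIAE protein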
Target sequence (Q9HAT2 whole entry, looked up): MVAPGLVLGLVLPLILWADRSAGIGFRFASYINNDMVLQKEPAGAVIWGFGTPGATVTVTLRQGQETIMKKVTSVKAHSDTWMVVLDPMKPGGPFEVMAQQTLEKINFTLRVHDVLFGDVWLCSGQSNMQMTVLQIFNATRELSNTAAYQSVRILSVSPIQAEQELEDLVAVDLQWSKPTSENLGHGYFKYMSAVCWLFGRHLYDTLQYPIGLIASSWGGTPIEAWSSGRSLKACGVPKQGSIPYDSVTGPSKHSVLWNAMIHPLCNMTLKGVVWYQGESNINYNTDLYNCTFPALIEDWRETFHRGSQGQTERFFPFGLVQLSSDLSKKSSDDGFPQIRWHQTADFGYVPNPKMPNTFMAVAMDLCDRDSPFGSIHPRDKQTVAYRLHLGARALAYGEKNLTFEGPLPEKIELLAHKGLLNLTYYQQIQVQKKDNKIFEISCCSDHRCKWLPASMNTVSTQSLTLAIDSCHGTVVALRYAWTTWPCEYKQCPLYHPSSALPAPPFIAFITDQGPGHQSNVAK
Active calls of the source: *; · = no result given.

(1) Nc1nonc1-n1nnc(C(=O)N/N=C/c2ccncc2)c1-c1cccs1
(2) Cc1ccc(S(=O)(=O)N(C)CC(=O)OCC(=O)N2CCN(c3ccccc3)CC2)cc1
(3) COc1ccc(S(=O)(=O)N2CCN(C(=O)c3cccnc3)CC2)cc1OC
(4) COc1ccc(S(=O)(=O)N2CCCCC2)cc1NC(=O)c1ccco1
(5) Cn1c(=O)[nH]c(=O)c2c1nc(N1CCCC1)n2CCCSc1nnnn1-c1ccccc1
(6) COc1ccccc1C(=O)NCC(=O)NNC(=O)c1cccs1
(7) COc1ccc(NC(=O)CSc2nccn2-c2ccccc2)c(OC)c1
(8) COc1ccccc1C(=O)Nc1nnc(S(=O)(=O)N2CCOCC2)s1
(9) CCOc1ccc(NC(=O)C2CCN(S(=O)(=O)c3ccc4c(c3)N(C(C)=O)CCO4)CC2)cc1
(10) CCOC(=O)N1CCN(C(=O)C2CCN(S(=O)(=O)c3ccc(F)cc3)CC2)CC1

screen / no.,1,2,3,4,5,6,7,8,9,10
SIAE inh,-14,-3,7,1,7,-1,2,-2,10,-1
MBD2 DNA inh,1,4,1,0,-6,-4,0,1,4,0
HTRA1 inh,-7,8,7,5,6,4,4,0,4,6
LEDGF integ inh,1,0,-3,0,-1,2,-1,-1,-1,0
TDP2 absorb,-27,-8,1,-7,4,5,6,-9,1,0
TCR CD3 inh,7,-5,1,-1,8,-1,2,-7,-7,-1
mABHD4 FP,-11,-3,0,2,1,5,-2,1,1,-1
rCAG RNA binder,5,-4,-2,0,-1,2,-8,4,-4,-5
GC-B act,-4,3,5,11,-15,5,2,2,5,0
PRMT1 FP inh,1,3,-3,-1,0,0,2,-1,4,-1

One compound at a time (already shown):
`Cn1c(=O)[nH]c(=O)c2c1nc(N1CCCC1)n2CCCSc1nnnn1-c1ccccc1` is entered as SIAE inh: 7; MBD2 DNA inh: -6; HTRA1 inh: 6; LEDGF integ inh: -1; TDP2 absorb: 4; TCR CD3 inh: 8; mABHD4 FP: 1; rCAG RNA binder: -1; GC-B act: -15; PRMT1 FP inh: 0
`COc1ccc(NC(=O)CSc2nccn2-c2ccccc2)c(OC)c1` is entered as SIAE inh: 2; MBD2 DNA inh: 0; HTRA1 inh: 4; LEDGF integ inh: -1; TDP2 absorb: 6; TCR CD3 inh: 2; mABHD4 FP: -2; rCAG RNA binder: -8; GC-B act: 2; PRMT1 FP inh: 2
`COc1ccccc1C(=O)NCC(=O)NNC(=O)c1cccs1` is entered as SIAE inh: -1; MBD2 DNA inh: -4; HTRA1 inh: 4; LEDGF integ inh: 2; TDP2 absorb: 5; TCR CD3 inh: -1; mABHD4 FP: 5; rCAG RNA binder: 2; GC-B act: 5; PRMT1 FP inh: 0

Further compounds.
(11) O=C(NCc1nnc(SC/C=C/c2ccccc2)o1)c1ccco1
(12) COCCn1c(=NC(=O)CSCC(=O)Nc2cc(C)on2)sc2cc(C(=O)OC)ccc21
(13) CS(=O)(=O)Nc1ccc(C(=O)Nc2ccccc2-c2ccccc2)cc1
(14) COc1ccc(Cl)cc1NC(=O)CN(C)C(=O)c1cn2ccccc2n1
(15) CC(C)c1ccc(C(=O)NC2=NCCS2)cc1
(16) CC(Oc1ccc2c3c(c(=O)oc2c1)CCC3)C(=O)NCCCn1ccnc1 (stereo unspecified)
(17) CCCCN(C)CCCNC(=O)Cn1c(=O)sc2ccccc21
(18) Cc1ccsc1CNC(=O)C1(C)CCCN1CC(C)C (stereo unspecified)
(19) COc1ccc(CNC(=O)COC(=O)C(CCSC)N2C(=O)c3ccccc3C2=O)cc1 (stereo unspecified)
(20) COCC(=O)Nc1c(I)c(C(=O)NCC(O)CO)c(I)c(C(=O)N(C)CC(O)CO)c1I (stereo unspecified)

screen / no.,11,12,13,14,15,16,17,18,19,20
SIAE inh,1,-6,-2,1,-5,4,-4,-4,8,-2
MBD2 DNA inh,0,-1,3,0,4,2,1,1,-3,1
HTRA1 inh,1,16,4,0,3,-5,7,·,-1,3
LEDGF integ inh,0,-3,-1,-4,-5,2,-2,-1,-2,2
TDP2 absorb,7,0,12,-5,-10,6,7,4,1,-3
TCR CD3 inh,3,-7,7,-7,-6,4,-3,-5,-8,2
mABHD4 FP,-1,5,-3,4,2,-3,-1,1,4,-13
rCAG RNA binder,0,-2,3,1,-2,-4,-2,0,4,1
GC-B act,-1,-2,-1,3,3,1,-1,-7,-4,2
PRMT1 FP inh,-1,8,-1,3,1,-4,-1,8,2,-2

Along the list, quoted from above.
Nos. 8 to 13 in PRMT1 FP inh, in turn: -1, 4, -1, -1, 8, -1

Further compounds follow.
(21) CCOC(=O)c1c(S(=O)(=O)NCC(=O)Nc2ccccc2)c(C)n(C)c1C
(22) CC1CN(C(=O)CS(=O)(=O)Cc2ccccc2)CC(C)O1 (stereo unspecified)
(23) O=C1COc2ccc(C(=O)COC(=O)c3ccccc3[N+](=O)[O-])cc2N1
(24) CCOc1ccc(C2=CSC3=NCCN23)cc1Cl
(25) O=C(O)C1CCC(CNS(=O)(=O)c2ccc(Br)cc2)CC1 (stereo unspecified)
(26) O=C(NC1CCCC1)C(c1cccnc1)N(Cc1ccccc1)C(=O)c1csnn1 (stereo unspecified)
(27) C=CCON/C(CCC)=C1\C(=O)CC(C)(C)CC1=NC

screen / no.,21,22,23,24,25,26,27
SIAE inh,11,-7,0,-2,4,-9,-6
MBD2 DNA inh,0,-3,-1,0,-1,2,-1
HTRA1 inh,5,0,3,-13,3,4,1
LEDGF integ inh,2,-3,1,0,2,2,0
TDP2 absorb,18,-2,2,7,13,14,-4
TCR CD3 inh,8,-2,2,0,1,0,-5
mABHD4 FP,2,5,3,3,-4,2,0
rCAG RNA binder,-1,-3,4,7,0,0,-3
GC-B act,-2,-1,4,4,-5,-4,-2
PRMT1 FP inh,-1,1,-1,13,-4,4,-1

Taken from above:
rCAG RNA binder result of CCOC(=O)c1c(S(=O)(=O)NCC(=O)Nc2ccccc2)c(C)n(C)c1C → -1
MBD2 DNA inh result of CC1CN(C(=O)CS(=O)(=O)Cc2ccccc2)CC(C)O1 (stereo unspecified) → -3

Not all compounds are listed; rates above refer to the full screens.
